# Screening data as filed in PubChem.
# NR1D1 modulator – modulates human Rev-erb alpha binding to DNA. 370,000 compounds, 0.79% hits. activity, % at 10 µM. Rev-erbα–FITC-DNA binding, fluorescence polarization, 90 min. P20393;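 active = activity above about 14%, limit read from the data; passing the limit was not always enough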;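 also: 0% = DMSO wells with 35 nM protein and 100% = DMSO wells with 750 nM protein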
# hgDAF12 agonist – hgDAF-12 agonism, primary luciferase screen; HEK293 GAL4-hgDAF12 UAS-luciferase reporter, agonist luminescence; normalized to butyrate control; activation, % at 6.8 µM; 370,000 compounds, 1.8% hits;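 active = activation above a cutoff set at the mean of all screened compounds plus 3 SD, cut at about 10% in these data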;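 also: 0% = DMSO wells and 100% = sodium butyrate wells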
# ADAM17 inh – inhibits human ADAM17; AID 720648; P78536; recombinant ADAM17, EDANS/DABCYL FRET peptide cleavage; inhibition, % at 6.95 µM; 370,000 compounds, 0.83% hits;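 active = inhibition above the mean of compounds lying between control limits plus 3 SD, set per campaign, cut at about 8.5% in these data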;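 also: 0% = DMSO-only wells as the low control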
# Target sequence (P78536 215-824 limits assumed): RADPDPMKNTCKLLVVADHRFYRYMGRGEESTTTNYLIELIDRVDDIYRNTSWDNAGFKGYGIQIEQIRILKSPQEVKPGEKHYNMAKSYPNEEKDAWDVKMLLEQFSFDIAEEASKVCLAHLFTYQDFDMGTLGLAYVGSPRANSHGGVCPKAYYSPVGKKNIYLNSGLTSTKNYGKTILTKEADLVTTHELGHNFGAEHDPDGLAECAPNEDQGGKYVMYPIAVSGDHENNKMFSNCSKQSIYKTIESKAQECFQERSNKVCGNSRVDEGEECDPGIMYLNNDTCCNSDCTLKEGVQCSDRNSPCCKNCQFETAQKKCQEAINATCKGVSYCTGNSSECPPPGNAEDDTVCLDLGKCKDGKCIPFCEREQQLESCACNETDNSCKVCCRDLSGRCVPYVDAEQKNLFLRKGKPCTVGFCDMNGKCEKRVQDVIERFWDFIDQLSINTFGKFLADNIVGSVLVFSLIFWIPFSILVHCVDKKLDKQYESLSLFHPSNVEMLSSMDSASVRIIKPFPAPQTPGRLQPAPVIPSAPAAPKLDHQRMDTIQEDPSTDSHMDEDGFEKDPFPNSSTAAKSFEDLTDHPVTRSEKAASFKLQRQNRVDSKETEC
# SMARCA2 act – increases SMARCA2 function in MMTV reporter cells | AID 652017 | activation, % at 9.1 µM | MG213 cells, MMTV-luciferase reporter, dexamethasone, overnight | 370,000 compounds, 1% hits; in the data active = activation above about 7.8%;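 also: 0% = vehicle wells and 100% = reference activator wells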
# ssDAF-12 act – activates DAF-12 receptor from parasite S. stercoralis. HEK293 ssDAF-12/GRIP1 lit1-tk-luc reporter, luminescence; % of 3 µM dafachronic acid response. activation, % at 6.8 µM. 370,000 compounds, 1% hits. AID 652126;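 active = activation above the mean over all tested compounds plus 3 SD, cut at about 0.9% in these data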;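 also: 0% = DMSO-only wells and 100% = 3 µM delta7-dafachronic acid wells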
# DAX1 inh-1 – inhibitors of human orphan nuclear receptor DAX1 (NR0B1); P51843; HEK293 Gal4-DAX1 luciferase reporter, luminescence; inhibition, % at 6.75 µM; 340,000 compounds, 0.99% hits; AID 504766;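 active = inhibition above the mean over all tested compounds plus 3 SD, cut at about 4.2% in these data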;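 also: 0% = DAX1-transfected cells with DMSO and 100% = empty-vector control cells with DMSO; inhibition shows as a rise in luminescence from relieved DAX1 repression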
# Target sequence (P51843 207-470 limits assumed): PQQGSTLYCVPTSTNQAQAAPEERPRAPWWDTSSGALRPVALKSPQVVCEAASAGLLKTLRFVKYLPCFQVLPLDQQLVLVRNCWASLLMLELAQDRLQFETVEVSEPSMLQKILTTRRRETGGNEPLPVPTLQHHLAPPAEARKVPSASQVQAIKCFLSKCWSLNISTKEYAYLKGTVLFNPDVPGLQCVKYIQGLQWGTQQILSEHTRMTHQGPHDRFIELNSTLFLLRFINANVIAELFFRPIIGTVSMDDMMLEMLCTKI
# PLC-gamma1 inh – inhibitors of human phospholipase C gamma1 | purified PLC-gamma1, fluorogenic substrate, fluorescence | 370,000 compounds, 0.84% hits | inhibition, % at 12.2 µM; in the data active = inhibition above about 9.5%
# DAX1 inh-2 – DAX1 (NR0B1) inhibition, primary screen | HEK293T StAR-luciferase reporter, SF-1/DAX-1 repression relief | inhibition, % at 6.8 µM | 370,000 compounds, 1.1% hits | AID 652010;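 active = inhibition above the mean over all tested compounds plus 3 SD, cut at about 3.6% in these data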;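 also: 0% = DAX-1 cells with DMSO and 100% = cells lacking DAX-1 with DMSO; higher inhibition means more luminescence from relief of DAX-1 repression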
# hcDAF-12 act – activates DAF-12 receptor from parasite H. contortus | activation, % at 6.8 µM | AID 652067 | HEK293 hcDAF-12 lit1-tk-luc reporter, luminescence; 0% DMSO, 100% Δ7-dafachronic acid | 370,000 compounds, 1.4% hits;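 active = activation above the mean of all tested compounds plus 3 SD, cut at about 5.5% in these data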;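 also: 100% = response to 3 µM Δ7-dafachronic acid high control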
# PLCb3 inh – inhibitors of human phospholipase C beta3; 370,000 compounds, 0.18% hits; Purified PLC-beta3, fluorogenic substrate, fluorescence; inhibition, % at 12.2 µM; AID 720704; Q01970; in the data active = inhibition above about 11%;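 also: 0% = median of compound wells on plate and 100% = full blocker control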
# MBD2 inh – inhibitors of human MBD2 binding to methylated oligonucleotide; Q9UBB5; TR-FRET; inhibition, % at 4.4 µM; 370,000 compounds, 0.31% hits; AID 686964; in the data active = inhibition above about 13%
# The depositor's hits bear a star; i = inactive; . = no result given.
SMILES,NR1D1 modulator,hgDAF12 agonist,ADAM17 inh,SMARCA2 act,ssDAF-12 act,DAX1 inh-1,PLC-gamma1 inh,DAX1 inh-2,hcDAF-12 act,PLCb3 inh,MBD2 inh
Cc1occc1C(=O)NCc1ccccc1,-1,-1.0,-4,-3,-1.3,-0.8,-2,0.1,-2.1,-1,-7
COc1cccc(CN2CC(C(=O)NC3CCC(O)CC3)CCC2=O)c1 (stereo unspecified),-1,-0.8,-4,0,-0.9,0.3,7,0.8,-1.2,-7,2
CC(=O)c1cccc(NC(=O)N2CCCC2C(=O)NCc2ccc(C)cc2)c1 (stereo unspecified),-2,-0.5,-2,1,-0.3,-0.4,-3,-0.2,1.3,-2,-5
Cc1ccc(-c2nnc(SCC(=O)Nc3ccc4c(c3)OCCO4)n2N)cc1,-3,0.0,-1,1,-0.2,-0.1,-1,0.4,-1.8,3,-2
CN1CCC(N(C)CC(O)c2ccccc2)CC1 (stereo unspecified),-4,0.5,-3,-2,-1.5,0.9,0,0.5,0.0,-4,2
C/C(CC(=O)NC1CCCCC1)=N\NC(=O)COc1ccc(C)cc1Br,6,1.4,0,0,-1.0,2.3,0,-0.1,-1.1,5,-6
CCC(=O)Nc1ccc2c(c1)C(=O)N(C)[C@@H]1CC[C@@H](CC(=O)NCCN3CCCCC3)O[C@H]1CO2,5,5.0,-9,4,-1.3,.,8,0.5,-1.7,-3,1
COc1ccccc1N1CCN(C(=O)c2ccco2)CC1,2,1.6,-1,2,-0.6,0.4,-1,0.1,-0.3,-5,0
Cc1cccc(C(=O)NC2CCN(S(=O)(=O)c3ccc(F)cc3)CC2)c1,-7,2.2,-1,2,-2.1,-0.4,5,-0.2,-1.2,0,1
N#CCc1c(C#N)c(N)nc(N2CCN(c3ccc(F)cc3)CC2)c1C#N,2,0.3,-4,-1,-1.2,-1.2,-35,-0.5,-1.9,-48,3
O=C(Nc1cccnc1)c1cnc2ccccc2n1,-4,3.5,0,4,-1.0,0.1,2,0.8,1.2,2,-3
COc1ccc2c(c1)SCC/C2=C\CN1C(=O)CCC1=O,-2,-3.8,-2,2,-1.6,0.6,-4,0.0,-2.0,1,6
O=C(COC(=O)c1ccccc1NCCO)NCCC1=CCCCC1,-3,-0.3,-447,-2,-0.2,-1.1,i,0.3,-0.8,i,-5
CCOC(=O)c1c(C)[nH]c(C(=O)CSc2nnc(C3CC3)n2N)c1C,3,2.6,-4,-2,-0.8,-2.0,-1,-0.6,-1.3,1,1
CCOc1ccc(CCNC(=O)CN2C(=O)NC3(CCCCCC3)C2=O)cc1OCC,7,-1.6,-2,-2,-1.3,0.4,1,1.3,-1.2,-6,0

# Reprinted at random: 2 records from the list, in no set order.
SMILES,NR1D1 modulator,hgDAF12 agonist,ADAM17 inh,SMARCA2 act,ssDAF-12 act,DAX1 inh-1,PLC-gamma1 inh,DAX1 inh-2,hcDAF-12 act,PLCb3 inh,MBD2 inh
C/C(CC(=O)NC1CCCCC1)=N\NC(=O)COc1ccc(C)cc1Br,6,1.4,0,0,-1.0,2.3,0,-0.1,-1.1,5,-6
COc1ccc2c(c1)SCC/C2=C\CN1C(=O)CCC1=O,-2,-3.8,-2,2,-1.6,0.6,-4,0.0,-2.0,1,6

# More records.
SMILES,NR1D1 modulator,hgDAF12 agonist,ADAM17 inh,SMARCA2 act,ssDAF-12 act,DAX1 inh-1,PLC-gamma1 inh,DAX1 inh-2,hcDAF-12 act,PLCb3 inh,MBD2 inh
CC(=O)N1CCC(C(=O)N2c3ccccc3N=C(c3ccc4c(c3)OCO4)C2C(=O)NCc2ccccc2)CC1 (stereo unspecified),-9,6.4,-19,6,0.9,.,-57,3.3,1.9,-103,4
O=c1cc(-c2ccccc2Cl)oc2cccc(O)c12,-7,2.7,1,0,-1.0,1.1,5,1.1,2.5,1,1
CCN1CCN(S(=O)(=O)c2ccc(OC)c(Br)c2)CC1,-3,-0.3,-1,-2,-0.9,0.6,0,-0.2,-1.8,0,-2
Cc1cc(OCc2cc(C(=O)N(Cc3nccn3C)C(C)C)no2)cc(C)c1Cl,-3,1.3,0,2,-0.9,-0.1,-1,-2.5,1.9,-5,0
O=C(NC1CCCCCC1)c1cc2ccccc2oc1=O,0,13*,-13,8.9*,0.9*,0.9,-5,4.0*,7.5*,-7,-5
Cc1cccc(NC(=O)Nc2ccc([N+](=O)[O-])cc2)n1,-1,1.1,-2,0,-1.9,1.3,-1,-0.1,1.4,-6,1
CCCCNCC1C(Oc2ccc(Cl)cc2)C(=O)N1c1ccccc1C (stereo unspecified),4,-2.7,3,2,-0.7,-0.4,0,-0.5,-2.2,5,-7
O=C(Nc1cccnc1)c1ccc(Br)c(S(=O)(=O)N2CCCC2)c1,-1,-4.4,-4,-3,-1.3,-0.3,4,-0.8,-2.2,-2,0
C[C@H](CO)N1C[C@H](C)[C@@H](CN(C)Cc2ccncc2)Oc2c(NS(=O)(=O)c3cn(C)cn3)cccc2C1=O,-3,-0.8,-3,-1,-1.3,-1.1,-5,0.1,0.6,-6,1
CC1Cc2ccccc2N1C(=O)COc1ccc2c(c1)OCO2 (stereo unspecified),-1,1.7,-1,0,-1.1,1.1,0,2.3,2.4,-11,2
O=C(NCc1ccccc1)C1=C[C@H](c2ccc(Br)cc2)C[C@H](OCc2ccc(CO)cc2)O1,-3,0.5,9.9*,0,-1.5,1.0,-10,-0.2,-0.6,-1,2
Cc1cc(N(C)C)nc(Nc2ccccc2)n1,-4,4.0,-2,-2,-1.3,-0.2,0,-0.3,-0.6,-2,-5
Cc1ccc(S(=O)(=O)c2cc(N3CCOCC3)nc(-c3ccccc3)n2)cc1,0,-2.1,-5,0,-1.6,-0.3,5,0.1,-0.6,2,2
CCCCCCCCN1[C@@H](CC(=O)O)c2ccc(C(F)(F)F)cc2S1(=O)=O,1,1.1,-3,1,-1.5,0.9,-4,-0.3,1.2,0,0
S=C(NCCN1CCOCC1)N/N=C/c1c2ccccc2cc2ccccc12,3,-1.2,-1,4,-1.0,-0.5,-22,-0.3,-0.3,-29,-4
Oc1ccccc1-c1nnc(COc2ccc(Cl)cc2Cl)o1,7,3.7,0,9.3*,-0.8,2.8,-3,1.8,0.3,-2,3
CC1=C(C(=O)N2CCOCC2)CC(CC(=O)NCc2cccs2)C(=O)N1CCC1=CCCCC1 (stereo unspecified),8,0.4,0,-1,-1.2,2.3,1,0.2,0.4,2,1
Cc1ccc(NC(=O)NCc2ccc3c(c2)OCO3)c(C)c1,0,1.3,6,2,0.2,-1.2,5,0.3,-0.8,5,-4
COc1ccc(C(O)c2ncc(-c3ccccc3Cl)[nH]2)cc1 (stereo unspecified),-2,1.4,1,-2,-1.0,.,-1,0.3,-1.9,5,2
COc1ccc(CNC(=O)C(C)N2C(=O)NC3(CCCCCCC3)C2=O)cc1 (stereo unspecified),4,0.1,-4,-4,-0.5,0.1,5,-0.8,0.4,-34,3
Cc1ccc(S(=O)(=O)N2CCC(C(=O)Nc3ccc(S(=O)(=O)N4CCOCC4)cc3)CC2)cc1,0,-1.6,1,-3,-1.0,-1.6,2,0.6,-4.0,0,2
CC1(C)Cc2cccc(OCC(=O)Nc3cccnc3Cl)c2O1,2,-0.4,-3,0,-1.3,-0.4,3,-0.6,0.7,0,-1
CSc1ncccc1C(=O)OCC(=O)c1[nH]c(C)c(C(C)=O)c1C,-7,3.4,3,-2,-0.9,0.3,7,-1.9,-0.2,-7,11
COc1ccc(OC)c(S(=O)(=O)N2CCC(C(=O)NCc3ccc4c(c3)OCO4)CC2)c1,2,0.9,-5,2,-0.8,-0.3,4,0.1,1.0,-4,-2
Cn1c(=O)n(-c2cccc(Cl)c2)c(=O)c2c3c(sc21)COC(C)(C)C3,-3,-2.5,-1,3,-1.7,-0.9,2,-0.8,-0.9,3,2
CCCNC(=O)c1cc2c(c(-c3cccc(-c4ccc(F)cc4)c3)n1)[C@@H](CCO)N(S(=O)C(C)(C)C)C2 (stereo partly specified),3,-1.4,7,-4,-2.2,.,-2,-1.9,-2.1,-1,2
Cc1csc(SCC(=O)NC2CCCCC2)n1,1,0.2,0,2,-0.8,0.3,2,0.3,-0.7,1,-2
CCOC(=O)[C@]12CCC=C1N(Cc1cccc3ccccc13)C(=O)[C@H](CC(=O)NCc1ccc(C)o1)C2,-1,-1.2,3,-3,-1.0,.,-2,-0.2,0.3,3,-2
O=C1CSC(c2ccc(Cl)cc2)N1c1cccnc1 (stereo unspecified),-7,-2.0,3,-2,-1.0,-0.5,2,0.0,-0.9,-7,-2
CN1CCN(C(=S)SCC(=O)Nc2nc(-c3ccccc3)c(-c3ccccc3)o2)CC1,-4,-1.8,-2,-1,-1.8,-0.2,-9,-0.7,1.0,-9,6
CCCCn1c(SCC(=O)NC(=O)NCc2ccco2)nc2cc(S(N)(=O)=O)ccc21,-5,-0.8,-4,-1,-1.2,-0.7,-4,-0.1,-0.7,-5,6
COc1ccccc1/C=N/NC(=O)c1sc(C)nc1C,-3,2.2,-1,-4,-0.7,-0.6,-4,-0.3,-1.2,-7,-5
Cc1cccc2cc(=O)[nH]c(C)c12,2,1.4,-1,1,-1.2,-0.1,0,0.4,-0.3,4,1
Cc1ccc(-n2nnnc2Sc2ccc(S(=O)(=O)NCCN(C)C)cc2[N+](=O)[O-])cc1,-6,-4.3,-2,-12,-1.9,-4.2,-4,-3.9,-5.4,1,5
C#CCNC(=O)C1=C[C@H](c2ccccc2)C[C@H](OCCCCO)O1,-4,2.8,-10,0,-1.0,1.7,-10,0.9,0.3,-21,2
CC1CCCCC1N=CC1=C(O)CC(C)(C)CC1=O (stereo unspecified),-3,-0.1,2,-2,-1.1,0.0,11*,0.2,-0.3,10,-5
Cc1ccc(CNC(=O)C(NS(=O)(=O)c2cccc3nsnc23)C(C)C)cc1 (stereo unspecified),0,-2.4,-4,-1,-0.9,0.3,3,0.0,-1.5,-4,-5
CCC1CCCCN1CCCNC(=O)Cn1c(=O)c2cccn2c2cccnc21 (stereo unspecified),11,2.6,-7,0,-0.8,-0.2,-2,0.1,0.0,-9,1
O=C(Nc1cccc(Br)c1)C1CCCC1,4,-0.3,-5,-1,-0.9,.,-1,-0.1,-1.3,-10,2
CCOC(=O)c1c(C)cc2c(CO)n[nH]c(=O)c2c1C,-5,3.9,-1,-2,-1.2,-0.4,4,-0.1,-0.9,3,4
Cc1ccc(C(=O)CC(=O)c2cccc(F)c2)c(O)c1,-10,2.0,-2,-3,-1.1,-1.6,2,-0.6,2.0,1,3
COc1ccc(CCN2C(=O)c3ccccc3C2c2nnnn2-c2c(C)cccc2C)cc1OC (stereo unspecified),-6,1.6,-5,-2,-1.3,.,0,0.6,-0.8,1,-5
O=C(CNS(=O)(=O)c1ccccc1)Nc1ccc(C(F)(F)F)cc1,-6,1.9,-2,0,-1.0,0.9,-1,-0.7,-0.8,0,-1
CC(C)=CCN1CCN(Cc2cccc3nonc23)CC1CCO (stereo unspecified),7,1.9,1,-2,-0.9,.,0,0.8,0.1,0,2
COc1ccccc1Nc1nnc(SCC(=O)N2CCCC2=O)s1,-5,-2.2,-1,-2,-1.3,1.0,-1,0.4,-0.9,-1,-3
O=C(COC(=O)c1ccc(F)c(S(=O)(=O)N2CCOCC2)c1)c1ccccc1,2,-1.3,0,-2,-0.8,0.0,-2,0.1,-1.2,-8,5
